Screening data: PubChem, Southern Research Specialized Biocontainment Screening Center
inhibitors of VEEV: inhibitors of VEEV TC-83 cytopathic effect, confirmation, Vero cells (AID 588727); hit rate 0.13% among 350,000; Vero cells, VEEV TC-83 cytopathic effect inhibition; higher % means a stronger effect; inhibition, % at 20 µM, or IC50 in µM where a hit was titrated; in the data active = a potency from the dose series; inconclusive = inhibition mostly from about 14% at the one dose, without a potency; inactive = the rest, 99 in 100 with inhibition below about 12%; note: strong numbers were not always called active
influenza NS1A: H1N1 influenza NS1A inhibitors, functional cell based assay (AID 504329); hit rate 0.3% among 340,000; one-dose inhibition, % at 12.5 µM; IC50 in µM for titrated hits; NS1A functional cell-based assay, percent inhibition; higher % means a stronger effect; in the data active = a potency from the dose series; inconclusive = inhibition above about 27% without an active follow-up result; note: strong numbers were not always called active
Salmonella PhoP GFP: PhoP regulon inhibitors, Salmonella typhi PhoP promoter GFP reporter, confirmatory (AID 1850). Salmonella Typhi PhoP-promoter GFP reporter, fluorescence, 4 h; higher % means a stronger effect. one-dose inhibition, % at 50 µM; IC50 in µM for titrated hits. hit rate 0.33% among 310,000; in the data active = a potency from the dose series; inconclusive = inhibition mostly from about 25% at the one dose, without a potency; inactive = the rest, 99 in 100 with inhibition below about 19%;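 note: 0% = induced wells with vehicle and 100% = uninduced wells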
M. tuberculosis HTS: M. tuberculosis growth inhibition, HTS (AID 449762). M. tuberculosis H37Rv growth inhibition, 7H9 media; higher % means a stronger effect. inhibition, % at 25 µM; hits with a dose series show IC50 in µM. hit rate 0.59% among 330,000; in the data active = a potency from the dose series; inconclusive = inhibition above about 70% without an active follow-up result;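 note: bacterial growth assessed after seven days of incubation; strong numbers were not always called active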
M. tuberculosis: growth inhibition of non-replicating M. tuberculosis (AID 488890). hit rate 0.39% among 320,000. Mycobacterium tuberculosis non-replicating, growth inhibition; higher % means a stronger effect. inhibition, % at 25 µM, or IC50 in µM where a hit was titrated; in the data active = a potency from the dose series; inconclusive = inhibition mostly from about 82% at the one dose, without a potency; inactive = the rest, 99 in 100 with inhibition below about 76%;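 note: plate controls were DMSO cells for no effect and high antibiotic wells for full effect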
inhibitors of VEEV 10K pilot screen: second read-out of inhibitors of VEEV, no call of its own (marks repeat the call); inhibition, %; measured here: 10K pilot screen inhibition
The depositor's hits bear a star; i = inactive; ? = inconclusive; · = not tested or not shown.

SMILES	inhibitors of VEEV	influenza NS1A	Salmonella PhoP GFP	M. tuberculosis HTS	M. tuberculosis	others
C=CCn1c(O)c(N=NC(=O)C(O)c2ccccc2)c2ccccc21 (centres undefined)	0.5%	17%	3%	7%	15%
CNc1nc(SC)nc2ccsc12	1.0%	-11%	-12%	?	?
Cc1ccc(Cl)cc1N1CCN(Cc2nc3c(c(=O)[nH]c(=O)n3C)n2Cc2ccccc2F)CC1	i	-6%	-14%	-7%	6%
COCCNC(=O)CNC(=S)N(Cc1ccccc1)Cc1cccnc1	0.7%	1%	0%	-1%	10%
COc1ccc(S(=O)(=O)N2CCOCC2)cc1NC(=O)CC1CCCC1	8.1%	-5%	·	-1%	3%
CSc1ccccc1NC(=O)CN(C)Cc1cccc(Cl)c1	0.1%	-5%	-8%	34%	7%
CCCN(CCC)C(=O)c1ccc2c(=O)n(Cc3ccco3)c(=S)[nH]c2c1	2.5%	3%	-12%	7%	47%
CCOc1ccc(OCC)c(NC(=O)C2COc3ccccc3O2)c1 (centres undefined)	1.8%	4%	5%	2%	-1%
COc1ccc(CNC(=O)Cn2nnc3ccccc3c2=O)cc1	1.6%	-18%	0%	2%	-7%
CCCn1c(SCC(=O)N(C2CCCCC2)C2CCS(=O)(=O)C2)n[nH]c1=O (centres undefined)	1.4%	-1%	·	3%	-10%
CC(=O)c1c(C)[nH]c(C(=O)OCC(=O)NCc2cccs2)c1C	3.3%	-10%	·	7%	32%
CN(C)/C=C1\C=C(c2ccccc2)OC1=O	3.5%	-1%	-2%	-3%	31%
Cc1ccc(OCC(O)CN2CCN(c3ccccn3)CC2)c(C)c1 (centres undefined)	0.7%	6%	9%	0%	42%
O=C(CN1CCN(C(=O)C2CCN(C(=O)/C=C/c3ccccc3)CC2)CC1)Nc1ccc(F)cc1	0.1%	-1%	·	·	·
COc1cccc2cc(C(C)N(CCCN3CCOCC3)C(=O)Nc3ccccc3)oc12 (centres undefined)	i	11%	1%	1%	-10%
Cc1nc2ccccc2c2oc(C(=O)N3CCN(C4CCCCC4)CC3)cc12	10%	1%	5%	0%	-7%
CCC(CC)C(=O)Nc1cc(Cl)ccc1C	·	·	8%	35%	24%
CCOc1ccc(CCNC(=O)COC(=O)c2ccc(OC(C)C)cc2)cc1OCC	2.6%	0%	-10%	13%	27%
CC(C)(C)OC(=O)N1CCC[C@@H]1CO	1.7%	-1%	-5%	-5%	-9%
COc1ccc(N2CCN(C(=O)COC(=O)c3ccc(CSC)o3)CC2)cc1	2.9%	-2%	·	-2%	60%

As a short view, part of the list above:
SMILES	inhibitors of VEEV	influenza NS1A	Salmonella PhoP GFP	M. tuberculosis HTS	M. tuberculosis	others
CC(=O)c1c(C)[nH]c(C(=O)OCC(=O)NCc2cccs2)c1C	3.3%	-10%	·	7%	32%
CN(C)/C=C1\C=C(c2ccccc2)OC1=O	3.5%	-1%	-2%	-3%	31%

(listing goes on)
SMILES	inhibitors of VEEV	influenza NS1A	Salmonella PhoP GFP	M. tuberculosis HTS	M. tuberculosis	others
O=C(Cn1cnc2c(cnn2-c2ccccc2)c1=O)OCc1ccccc1	2.6%	-2%	0%	-6%	49%
CCOC(=O)CSC1=C(C#N)C(c2ccccc2)C(C(C)=O)=C(C)N1 (centres undefined)	i	0%	-3%	-6%	75%
O=C(Nc1ccc(F)cc1)Nc1ccccc1F	i	6%	-3%	0%	11%	inhibitors of VEEV 10K pilot screen=0.6
CCOc1cc(Cl)c(NC(=O)c2ccco2)cc1OCC	1.1%	20%	-3%	12%	23%
COC(=O)c1c(NC(=O)C2c3ccccc3Oc3ccccc32)sc(C)c1C	2.6%	-2%	-6%	15%	-4%
CCn1c(CNc2ccccc2Cl)nnc1SCC(=O)OC1CCCCC1	i	-2%	-4%	?	?
CC(=O)NC(CC(=O)Nc1ccc(S(=O)(=O)NC2=NCCCCC2)cc1)c1ccccc1 (centres undefined)	0.8%	-6%	·	-3%	-1%
O=C(O)CN(c1ccccc1[N+](=O)[O-])S(=O)(=O)c1ccccc1	1.0%	-1%	-5%	0%	3%
O=c1[nH]c(=S)n(C2CC2)c(O)c1C=NCc1ccc(F)cc1	i	0%	4%	5%	-8%
O=C1Nc2ccc([N+](=O)[O-])cc2OC1CCN1CCCC1 (centres undefined)	1.3%	-1%	1%	3%	-2%
NC(=O)c1cn(C2CCCCC2)c2ccccc2c1=O	1.2%	-18%	7%	0%	-8%
O=C(C1CCCN(Cc2cccs2)C1)N1CCCCCC1 (centres undefined)	i	-6%	-7%	-4%	69%
CC(Cc1ccccc1)NCCC(=O)NC(C)Cc1ccccc1 (centres undefined)	i	2%	6%	-3%	-6%
C[C@]12C=CC(=O)C=C1CC[C@@H]1[C@@H]2C(=O)C[C@@]2(C)[C@H]1CC[C@]2(O)C(=O)COC(=O)CCC(=O)O	0.6%	-2%	-8%	4%	3%
Cc1ccc(C(=O)NNC(=O)c2ccc(NS(=O)(=O)c3cccs3)cc2)s1	3.2%	-2%	-3%	53%	53%
CCc1ccc(NC(=O)C2CCN(S(=O)(=O)c3ccc4c(c3)NC(=O)CO4)CC2)cc1	2.5%	4%	2%	3%	-8%
COCCCN1C(=O)c2ccc(C(=O)Nc3ccc(OC)cc3OC)cc2C1=O	0.6%	-3%	10%	2%	1%
Cc1cc(Br)ccc1SCC(=O)N1CCN(S(=O)(=O)c2ccccc2)CC1	4.4%	-7%	-14%	-9%	25%
O=S(=O)([O-])CCC[n+]1c(SCCCS(=O)(=O)O)sc2ccc(Cl)cc21	0.7%	-4%	-6%	-4%	34%
COc1ccc(OC)c(NC(=O)C(CC(=O)O)Cc2ccc(Cl)cc2)c1 (centres undefined)	1.7%	-2%	-8%	-8%	-9%
Cc1ccc(S(=O)(=O)N2CCOC2CNC(=O)C(=O)NCC(C)C)cc1 (centres undefined)	0.6%	10%	0%	4%	18%
COC(=O)c1c(C)[nH]c(C(=O)NCc2ccco2)c1C	0.5%	11%	-1%	-1%	5%
O=C(N1CCCC1)C12CC3CC(CC(C3)C1)C2	2.4%	-9%	6%	7%	25%
c1csc(-c2noc(CN3CCOCC3)n2)c1	1.2%	-17%	-9%	6%	-6%
CCc1cccc(NC(=O)C2CCCN2S(=O)(=O)c2ccc3c(c2)n(C)c(=O)c(=O)n3C)c1 (centres undefined)	1.0%	-9%	-2%	-2%	-11%
Cc1ccc(N(CC(=O)NCc2ccco2)S(=O)(=O)c2ccccc2)cc1	5.2%	2%	1%	-1%	13%
CCCCc1c(C)c(C#N)c2nc3ccccc3n2c1NCCN(C)C	i	15%	·	·	·
COc1ccc(NC(=O)COC(=O)CCC2CCCCC2)cc1	9.6%	-4%	·	8%	62%
O=C(O)COc1ccc(/C=C/C(=O)c2ccc3ccccc3c2)cc1	1.6%	10%	0%	0%	26%
Cc1ccc(S(=O)(=O)NC2CCOC(C)(C)C2)cc1 (centres undefined)	0.4%	16%	3%	-10%	-16%

Among those listed so far, seven contain an aryl methoxy group.
SMILES	inhibitors of VEEV	influenza NS1A	Salmonella PhoP GFP	M. tuberculosis HTS	M. tuberculosis	others
COc1ccc(S(=O)(=O)N2CCOCC2)cc1NC(=O)CC1CCCC1	8.1%	-5%	·	-1%	3%
COc1ccc(CNC(=O)Cn2nnc3ccccc3c2=O)cc1	1.6%	-18%	0%	2%	-7%
COc1cccc2cc(C(C)N(CCCN3CCOCC3)C(=O)Nc3ccccc3)oc12 (centres undefined)	i	11%	1%	1%	-10%
COc1ccc(N2CCN(C(=O)COC(=O)c3ccc(CSC)o3)CC2)cc1	2.9%	-2%	·	-2%	60%
COCCCN1C(=O)c2ccc(C(=O)Nc3ccc(OC)cc3OC)cc2C1=O	0.6%	-3%	10%	2%	1%
COc1ccc(OC)c(NC(=O)C(CC(=O)O)Cc2ccc(Cl)cc2)c1 (centres undefined)	1.7%	-2%	-8%	-8%	-9%
COc1ccc(NC(=O)COC(=O)CCC2CCCCC2)cc1	9.6%	-4%	·	8%	62%

Going on with the list:
SMILES	inhibitors of VEEV	influenza NS1A	Salmonella PhoP GFP	M. tuberculosis HTS	M. tuberculosis	others
Cc1ccc(OCc2n[nH]c(=S)n2-c2ccc(Cl)cc2)cc1	i	0%	-13%	6%	-16%
COC(=O)c1c(C)[nH]c(C(=O)C(C)[N+]23CCN(CC2)CC3)c1C (centres undefined)	1.5%	-1%	14%	-4%	1%
N#Cc1ccsc1NC(=O)CCc1ccccc1	1.1%	-8%	10%	8%	10%
Cc1cc(S(=O)(=O)N2CCC3(CC2)OCCN3S(=O)(=O)c2cccs2)ccc1F	4.0%	-4%	14%	-2%	12%
COc1ccc(C(NC(C)=O)c2cc(Cl)c3cccnc3c2O)cc1 (centres undefined)	6.3%	3%	-1%	5%	-13%
CC1CN(CC(O)COC(c2ccc(Cl)cc2)c2ccc(Cl)cc2)CC(C)O1 (centres undefined)	2.8%	-6%	-1%	50%	55%
CN1CCNC(=O)C1CC(=O)NCCc1ccccc1F (centres undefined)	0.5%	0%	0%	-8%	-1%
Cc1c(NC(=O)C(C)OC(=O)C(NC(=O)c2ccco2)C(C)C)c(=O)n(-c2ccccc2)n1C (centres undefined)	1.7%	-6%	-8%	8%	7%
O=C1C(=O)N(c2nccs2)C(c2ccccc2F)/C1=C(\O)c1ccc2c(c1)OCCO2 (centres undefined)	i	-14%	-5%	5%	12%
O=C(COC(=O)c1ccc(Br)cc1)Nc1cccnc1Cl	0.1%	-10%	·	5%	69%
COc1ccc(NC(=O)CC2C(=O)N(C)C(=S)N2Cc2ccc3c(c2)OCO3)cc1 (centres undefined)	0.8%	1%	-9%	-14%	36%
COc1cc(/C=C/C(=O)Nc2cc(S(=O)(=O)N3CCOCC3)ccc2N2CCCC2)cc(OC)c1OC	0.7%	10%	9%	19%	22%
O=C(NC1CCN(S(=O)(=O)c2ccc(Cl)c(F)c2)CC1)c1cccnc1	0.4%	4%	7%	1%	6%
COc1cc(OC)cc(C(=O)N[C@H](C(=O)Nc2c(C)n(C)n(-c3ccccc3)c2=O)C(C)C)c1	0.5%	-19%	·	0%	-5%
CCOc1ccc(C(=O)OCc2nnc(-c3cccs3)o2)cc1OC	1.2%	5%	-13%	8%	44%
Cn1cc(-c2nnnn2-c2ccc(Cl)cc2)c(C(F)(F)F)n1	2.0%	2%	0%	-6%	-4%
COc1cccc(OC)c1C(=O)O/N=C(\N)c1ccncc1	0.4%	-1%	5%	-9%	-4%
O=C(CSc1nccc(=O)[nH]1)Nc1ccc(F)c([N+](=O)[O-])c1	0.4%	-7%	-2%	3%	42%
CC(N)=Nc1ccc([N+](=O)[O-])cc1	3.5%	-7%	-6%	6%	-1%
Cc1ccc(NC(=O)Cn2c(=O)n(CCC(=O)NC3CCN(Cc4ccccc4)CC3)c(=O)c3ccccc32)cc1	i	-12%	-7%	-3%	-6%
Cc1ccc(CN2C3CCCC2CC(NC(=O)Nc2cccc(F)c2)C3)cc1 (centres undefined)	2.1%	-2%	2%	-2%	37%
CCCC(=O)OCC(=O)Nc1ccc([N+](=O)[O-])cc1C#N	i	3%	-1%	1%	-6%
CCOc1ccc(S(=O)(=O)Nc2cccc(C(=O)NCCCN3CCOCC3)c2)cc1	1.7%	-3%	·	5%	·
CCN(C[C@H]1N[C@@](C)(C(=O)OC)[C@H]2C(=O)N(Cc3ccccc3)C(=O)[C@@H]12)S(=O)(=O)c1ccc(C(C)(C)C)cc1	0.5%	-14%	·	12%	23%
C=CCn1c(=O)/c(=C/c2ccsc2)s/c1=C(\C#N)C(=O)NCCN1CCOCC1	1.1%	-2%	·	·	·
CCN(CC)CCCCCOc1ccccc1OC	1.0%	0%	-1%	17%	24%
COc1ccc(NCCC#N)cc1	1.4%	1%	16%	-1%	-9%
CNC(=O)CN(c1cc([N+](=O)[O-])ccc1OC)S(C)(=O)=O	i	-3%	-1%	-5%	-10%
Cc1cc(NC(=O)CCC(=O)N(CC(=O)NCC2CCCO2)Cc2ccc(F)cc2)no1 (centres undefined)	3.6%	1%	-9%	-3%	0%
CCC(=Nc1ccccc1OC)C1=C(O)CC(c2ccccc2)CC1=O (centres undefined)	13%	-5%	13%	-8%	25%
O=C(NNC(=S)Nc1ccccc1)C1CCCCC1	1.3%	9%	6%	2%	67%
CC(C)(C)NC(=O)C(c1ccncc1)N(Cc1cccs1)C(=O)Cn1nnc(-c2cccs2)n1 (centres undefined)	i	6%	-2%	1%	16%
Cc1cc(Nc2c(C)n(C)n(-c3ccccc3)c2=O)c2ccccc2n1	0.9%	11%	-8%	0%	-1%
CCOC(=O)N1CCN(C(=O)c2cnc(Nc3ccccc3OC)c3ccccc23)CC1	6.9%	-9%	-2%	-1%	18%
CC1=NN(c2ccc(C(=O)O)cc2)C(=O)/C1=C\c1ccc(OC(=O)c2cccs2)cc1	2.2%	2%	-3%	?	7.5µM*
